Bioassay records (PubChem)
aDG glyco up = alpha-DG glycosylation activation | Pro5-aDG cells, alpha-DG glycosylation AlphaScreen (IIH6); 0% Pro5, 100% B10-LARGE cell signal | activation, % at 10 µM | 0.22% of 360,000 active | AID 624168;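 active means activation of at least 8% versus controls, or a plate z-score of at least 8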;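 further: Pro5 are CHO cells carrying HIG-tagged alpha-DG that lacks glycosylation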
Granule exo inh = lytic granule exocytosis inhibition | TALL-104 LAMP-1 surface exposure, flow cytometry; cells stimulated with thapsigargin and PMA | inhibition, % at 10 µM | 0.66% of 360,000 active;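 active means inhibition above about 55%, limit read from the data; inconclusive means no clear call, values can overlap the other calls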
NR2E3 ag-1 = agonists of human nuclear receptor NR2E3 | 0.12% of 320,000 active | GST-NR2E3/biotin-RetCOR TR-FRET, 1536-well | AID 2300 | inhibition of corepressor binding, % at 4.78 µM;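 active means percent inhibition above the cutoff of mean plus 3 SD of all tested compounds, set per screening campaign, cut at about 20% in these data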;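 further: 0% = DMSO wells and 100% = biotin wells as full block of FRET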
Target sequence (Q9Y5X4 whole entry, looked up): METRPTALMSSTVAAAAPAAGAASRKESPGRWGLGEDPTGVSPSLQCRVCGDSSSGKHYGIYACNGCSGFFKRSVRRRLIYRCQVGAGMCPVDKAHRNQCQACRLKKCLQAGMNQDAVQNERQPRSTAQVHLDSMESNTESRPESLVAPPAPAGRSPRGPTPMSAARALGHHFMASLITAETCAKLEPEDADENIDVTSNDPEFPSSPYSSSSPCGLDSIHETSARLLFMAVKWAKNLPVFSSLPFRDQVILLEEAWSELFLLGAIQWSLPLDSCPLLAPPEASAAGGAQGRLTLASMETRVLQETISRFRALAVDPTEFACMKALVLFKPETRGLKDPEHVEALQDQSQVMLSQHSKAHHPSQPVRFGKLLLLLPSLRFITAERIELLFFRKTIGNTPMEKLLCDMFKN
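System: GST-tagged NR2E3 plus biotinylated RetCOR corepressor; Amount: 1.35 nM GST-tagged NR2E3 final; Dosing: single nominal compound dose of 4.8 µM; Schedule: 5 h incubation at 4 °C; Technique: TR-FRET with europium anti-GST and streptavidin-D2, 340 nm excitation; Controls: biotin wells as high control, 0.6% DMSO wells as low control.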
PDI inh = blocks human protein disulfide isomerase activity | 0.052% of 350,000 active | PDI insulin aggregation turbidity, A650, 90 min | AID 588391 | inhibition, % at 10 µM | P07237;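 active means mean inhibition across replicates of 30% or more, whatever share of single replicates reach that level; inconclusive means mean inhibition below 30% while every single replicate reaches 30%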;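 further: absorbance from insulin aggregation driven by PDI reduction with DTT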
Target sequence (P07237 whole entry, looked up): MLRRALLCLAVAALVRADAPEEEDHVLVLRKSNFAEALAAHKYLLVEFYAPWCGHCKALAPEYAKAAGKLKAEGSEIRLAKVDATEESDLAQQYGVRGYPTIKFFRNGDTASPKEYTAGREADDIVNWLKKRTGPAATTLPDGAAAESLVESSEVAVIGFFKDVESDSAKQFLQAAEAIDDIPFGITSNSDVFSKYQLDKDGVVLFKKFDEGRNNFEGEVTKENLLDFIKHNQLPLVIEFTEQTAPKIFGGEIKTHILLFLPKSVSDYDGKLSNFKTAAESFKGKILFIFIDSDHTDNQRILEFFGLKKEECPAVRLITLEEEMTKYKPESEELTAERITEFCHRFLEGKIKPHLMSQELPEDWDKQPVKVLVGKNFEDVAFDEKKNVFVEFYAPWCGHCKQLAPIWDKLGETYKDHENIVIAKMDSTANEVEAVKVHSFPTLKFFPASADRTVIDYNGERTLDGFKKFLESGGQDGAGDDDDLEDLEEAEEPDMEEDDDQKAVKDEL
MITF TRPM1 inh = reduces MITF-dependent TRPM1 promoter luciferase signal; inhibition, % at 12.5 µM; SK-MEL-5 TRPM1 promoter luciferase, 24 h; AID 488899; 0.83% of 330,000 active;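 active means mean inhibition across replicates of 60% or more, whatever share of single replicates reaches that level; inconclusive means some that reach 60%, reason not given; inactive means mean inhibition across replicates below 60%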; further: values of inactives mirror those of a sister screen read the other way
Peg3 prom inh = inhibitors of Peg3 promoter. 1.7% of 360,000 active. HeLa PEG-Prom luciferase reporter, luminescence, overnight. inhibition, % at 20 µM;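 active means inhibition of at least 50% at 20 µM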
CaV13 ICDI inh = Disruptors of the CACNA1D IQ motif to Ca2+-dependent inactivation inhibitor domain association, primary screening, Förster resonance energy transfer in intact living …; inhibition, % at 12.3 µM; HEK cells, CFP/YFP FRET ICDI-IQ, plate reader, 10 min; percent FRET-ratio fall versus neutral wells; 0.098% of 340,000 active;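 active means mean replicate inhibition of at least 30% and at least 1% of replicates passing that level; inconclusive means only one of the two criteria is met; inactive means neither criterion is met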;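 further: 0% = median of the neutral control wells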
HIF-2a block = blocks HIF-2a reporter activity. inhibition, % at 18.8 µM. AID 624352. 786-0 RCC cells HIF-2a reporter, luciferase luminescence, overnight. 0.72% of 360,000 active;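 active means inhibition of the luminescence signal of 40% or more relative to plate controls, in a single-dose primary screen at 18.75 µM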
Vif inh = inhibitors of HIV Vif; inhibition, % at 7.49 µM; HEK293T cells, Vif self-association by quenched fluorescence, imaging, 24 h; 0.35% of 340,000 active; in the data active means inhibition above about 50%, passing the limit was not always enough; inconclusive means no clear call, values can overlap the other calls; inactive means below about 31%; further: some results filed as inactive read as strong as hits
NR2E3 ag-2 = activates human NR2E3 receptor; inhibition of corepressor binding, % at 3.98 µM; AID 602229; 0.35% of 360,000 active; CHO-S Gal4-NCOR/VP16-NR2E3 two-hybrid, luciferase;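 active means inhibition above the mean of all tested compounds plus 3 SD, cut at about 70% in these data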;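 further: 0% = DMSO with NR2E3 transfected cells and 100% = cells lacking NR2E3 construct; higher means lower luciferase signal from less NR2E3 corepressor binding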
hiPSC survival = enhancers of human iPSC single-cell survival; 0.044% of 360,000 active; hiPSC single-cell survival, ATPlite luminescence; 100% = ROCK inhibitor wells, 0% = DMSO; survival enhancement, % at 20 µM; in the data active means survival enhancement above about 18%;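 further: cells exposed to compounds for 16 hours before the ATP read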
The depositor's hits bear a star; ? = inconclusive; . = no result given.

SMILES | aDG glyco up | Granule exo inh | NR2E3 ag-1 | PDI inh | MITF TRPM1 inh | Peg3 prom inh | CaV13 ICDI inh | HIF-2a block | Vif inh | NR2E3 ag-2 | hiPSC survival
CN(Cc1cccnc1)C(=O)CCCc1c[nH]c2ccccc12 | 0.1 | 11 | 1 | -6 | 1 | 8 | -3 | 7 | 10 | -25 | -0.6
O=C(Oc1ccc(N(C(=O)c2ccncc2)S(=O)(=O)c2ccc(Cl)cc2)cc1)c1ccncc1 | 0.1 | -1 | 1 | -2 | 4 | 6 | -4 | 9 | 0 | -22 | -1.3
CC1(c2cc(F)ccc2F)NC(=O)N(CC(=O)Nc2cccc(S(=O)(=O)N3CCCC3)c2)C1=O (configuration not stated) | -0.1 | -3 | 2 | 3 | 5 | 12 | -6 | -12 | 14 | -33 | -1.3
CCOc1ccc(OCc2ccc(C(=O)NC(C)(C)C)o2)cc1 | 0.1 | 19 | . | -6 | -59 | -60 | -5 | -74 | -18 | 6 | 0.0
Cc1cc(C)c(OCC(=O)NCCCn2nc(C)cc2C)c(C)c1 | -0.1 | -4 | 4 | 4 | -2 | 0 | -4 | 13 | -6 | -32 | 0.1
Nc1ccn(CCCNCC(c2ccccc2)c2ccccc2)c(=O)n1 | -0.1 | -2 | . | 19 | . | 3 | -6 | -4 | 0 | 7 | -0.9
C=CCN1C(=O)C(Cc2ccc(Br)cc2)S/C1=N\N=C\c1ccco1 (configuration not stated) | -0.1 | 1 | -2 | -2 | 3 | 1 | . | -6 | 4 | -5 | 2.1
COc1ccccc1OCCNC(=O)c1ccccc1OCc1c(C)noc1C | 0.1 | 7 | -2 | -9 | 4 | 2 | -3 | 4 | 11 | -14 | -0.7
Nc1nc(-c2ccc(Cl)cc2)nc(-c2ccc(Cl)cc2)n1 | 0.0 | -4 | -3 | 1 | 19 | 17 | -6 | 1 | -5 | -11 | -0.5
CC(C)c1cc(C(=O)N2CCCC(N3CCN(c4ccccc4F)CC3)C2)nc(N)n1 (configuration not stated) | 0.0 | -5 | 0 | -4 | 3 | 14 | -2 | -2 | -4 | -8 | -0.1
CCOCCn1c(SCC)nc2c1c(=O)[nH]c(=O)n2C | -0.1 | 2 | 3 | -10 | -1 | -26 | -5 | 3 | 12 | -22 | -0.6
O=C(Nc1ccc(NC(=O)c2cccs2)cc1)c1cccnc1 | 0.5 | -4 | 3 | -5 | -15 | -9 | 2 | -30 | -6 | -8 | -1.2
COc1ccc(S(=O)(=O)NC(C)C(=O)Nc2ccccc2F)cc1 (configuration not stated) | -0.1 | -2 | 5 | ? | -1 | -9 | -4 | 6 | 6 | -36 | -1.6
Cc1ccc(S(=O)(=O)c2cccc(S(=O)(=O)N3CCCC3)c2)cc1S(=O)(=O)N1CCCC1 | -0.3 | 1 | 2 | 1 | . | 8 | -5 | 25 | -15 | 16 | 0.5
Oc1oc(-c2ccccc2)nc1C=NCc1ccccc1 | -0.2 | 2 | 3 | 12 | -99 | -195 | -5 | -230 | ? | -61 | 1.0
Cc1ccc(C(=O)c2cnc3cc4c(cc3c2S(=O)(=O)c2ccccc2)OCCO4)cc1 | 0.7 | -2 | 0 | -9 | -28 | -100 | -4 | -144 | 4 | -89 | -1.8
O=C1CC(SCc2nc3ccccc3[nH]2)C(=O)N1c1cccc(Cl)c1 (configuration not stated) | -0.1 | 0 | -2 | -8 | 9 | 0 | -9 | 2 | ? | -19 | 0.9
Cc1ccc(S(=O)(=O)N(CC(=O)Nc2cccc([N+](=O)[O-])c2)C2CCCCC2)cc1 | -0.1 | 2 | 1 | -1 | 6 | 25 | -7 | 15 | -10 | -20 | -4.2
Cc1ccccc1NC(=O)CSc1ccc(-c2cccnc2)nn1 | 0.0 | 0 | 4 | 1 | 9 | -10 | -3 | -15 | -6 | -3 | 0.1
O=C(Cc1ccccc1)Nc1nc2ccccc2[nH]1 | 0.0 | 3 | -2 | 1 | -17 | -188 | -10 | -209 | -4 | -27 | -1.2
O=C(/C=C/c1ccccc1)Nc1ccc(Br)cn1 | -0.3 | 1 | 0 | 2 | -32 | -257 | -4 | -317 | 2 | -100 | 1.0
N#Cc1c(NC(=O)CCCN2C(=O)c3ccccc3C2=O)oc(-c2ccccc2)c1-c1ccccc1 | 0.0 | 8 | -1 | 6 | 3 | 4 | . | -15 | . | -5 | -0.7
O=c1c2ccccc2sn1-c1ccccc1F | 0.6 | 69* | . | 4 | . | -3 | -3 | -9 | 5 | -22 | 3.1
CCOc1ccc(NC(=O)c2ccc(F)c(S(=O)(=O)N3CCCC3)c2)cc1 | 2.2 | 5 | . | -2 | . | 1 | -11 | 1 | -21 | -6 | -2.5
Oc1ccccc1N1CCN(C(=S)NCc2ccccc2)CC1 | -0.2 | -2 | -2 | -8 | -10 | -9 | -7 | 9 | -6 | 20 | 0.5
CC1CCCCC1NC(=O)CN1C(=O)NC(C)(c2ccc(OC(F)F)cc2)C1=O (configuration not stated) | -0.1 | -5 | 1 | -1 | 11 | 15 | -3 | -19 | -3 | -21 | -0.6
O=C(COC(=O)c1ccccc1-c1ccccc1[N+](=O)[O-])c1ccccc1 | 0.1 | 23 | -4 | 7 | 0 | 14 | . | 4 | -6 | -14 | 9.7
COc1cc2[nH]c(=S)nc(NCCc3ccc(S(N)(=O)=O)cc3)c2cc1OC | -0.4 | -7 | 0 | 11 | 2 | -3 | -6 | 14 | 10 | -11 | -0.4
COc1ccccc1NC(=O)N(C)C[C@@H]1OCc2cnnn2CCCC(=O)N([C@H](C)CO)C[C@@H]1C | -0.1 | -5 | . | -5 | . | -9 | -5 | 7 | -4 | -30 | 1.5
O=C(N/N=C/c1ccc(OC(F)F)cc1)c1ccc(CSc2nc3ccccc3[nH]2)cc1 | 0.6 | 0 | -1 | -2 | 9 | 4 | -2 | 14 | -6 | -15 | -0.1
COc1cccc(/C=N/n2c(N)c(S(=O)(=O)c3cccs3)c3nc4ccccc4nc32)c1 | -0.2 | -2 | 1 | 1 | -12 | 19 | -6 | 6 | 6 | 4 | -1.0
CCOC(=O)[C@]12CCC=C1N(Cc1ccccc1)C(=O)[C@H](CC(=O)N1CCCC1)C2 | 0.4 | 0 | . | . | . | . | -3 | -4 | . | 1 | -1.4
Cc1nn(-c2ccc(Cl)cc2Cl)c(C)c1C(=O)O | -0.1 | -2 | 4 | -11 | 0 | 20 | -3 | 11 | 6 | -5 | -0.9
CCOC(=O)c1c(NC(=O)CN2C(=O)CN(C)C2=O)sc(C)c1C | 0.2 | 5 | 4 | 2 | 11 | 17 | 4 | 17 | 0 | -16 | -2.2
CS(=O)(=O)Nc1ccc(N2CCN(c3ccc(C(F)(F)F)cn3)CC2)nc1 | 0.8 | 10 | -1 | -7 | 15 | -1 | 9 | 19 | -22 | 18 | -0.7
CC(Cl)C(=O)N1c2ccccc2CCc2ccccc21 (configuration not stated) | 0.1 | -2 | 5 | 0 | -6 | 26 | -2 | 20 | -1 | -10 | -0.4
CCCOc1ccc(C(=O)C(CN2CCOCC2)c2ccccc2)cc1 (configuration not stated) | 2.0 | -3 | 2 | -2 | 36 | 94* | . | 63* | . | 13 | -5.6
COCCCN=CC1=C(O)CC(C)(C)CC1=O | 0.1 | -1 | -5 | 6 | -2 | -5 | -9 | -13 | 4 | -14 | -2.5
COC(=O)C1N[C@@H]([C@@H](NC(=O)COc2ccccc2)C(=O)NC2CC2)SC1(C)C (some centres not stated) | 0.0 | 6 | -1 | 6 | -11 | -12 | -11 | -62 | 1 | -3 | -1.3
Cc1ccc(S(=O)(=O)NC(CC(N)=O)C(=O)O)cc1 (configuration not stated) | 0.2 | -1 | -6 | 19 | 11 | 1 | -7 | 6 | -3 | -7 | 1.2
CCOc1ccccc1NC(=O)C1C2C=CC(O2)C1C(=O)O (configuration not stated) | 0.2 | 20 | 2 | 8 | 10 | 5 | . | 20 | 11 | -23 | 0.8
CCc1nc2c(OCCn3cccc3)cccn2c1N(C=O)Cc1ccccc1 | 0.0 | -11 | . | -2 | . | -2 | -5 | 7 | 18 | -9 | 1.3
O=C(CCC(=O)c1cccs1)NCc1cccc(Cl)c1 | -0.2 | 8 | 0 | 2 | -5 | -10 | -5 | -8 | 2 | -12 | -0.6
COc1ccccc1C1(CCNC(C)c2cccs2)CCOC(C(C)C)C1 (configuration not stated) | 0.1 | 11 | 2 | 3 | . | 1 | -4 | 5 | 8 | -60 | -0.8
CCOc1cc(/C=N/NC(=O)c2nnn(-c3nonc3N)c2C)ccc1OCc1cccc(F)c1 | 0.0 | -3 | 0 | -4 | 2 | 6 | -2 | 0 | 1 | -33 | -0.6
C=CCn1c(SCc2ccc(Cl)cc2)nc2cc(C(=O)N3CCC(C(N)=O)CC3)ccc2c1=O | -0.2 | 0 | -1 | 10 | -8 | 23 | -4 | 8 | 0 | 3 | -3.0
O=C(COC(=O)Cn1cnc2ccccc2c1=O)NCc1ccccc1 | 0.2 | 0 | . | -7 | 1 | 22 | -6 | 15 | 1 | -13 | 0.3
CCOC(=O)c1c(CC(C)C)csc1NC(C)=O | -0.2 | 3 | 6 | -4 | -2 | -6 | 0 | 8 | 27 | -16 | -1.2
CCC(=O)Nc1sc(C(=O)Nc2ccccc2F)c(C)c1C(=O)OC | 0.1 | -14 | 0 | -6 | -82 | -211 | -5 | -133 | -13 | -33 | -4.1
COCc1cc(C)nc(SCC(=O)Nc2nc(C)cs2)c1C#N | 0.0 | -9 | 3 | -5 | -12 | -136 | -7 | -92 | -4 | -132 | -0.4
CC(C)(C)OC(=O)N[C@@H](Cc1ccccc1)C(=O)N[C@@H](CO)[C@H](O)[C@@H]1C[C@@H]1C(=O)N1CCCC1 | -0.1 | -7 | 8 | 1 | 6 | -4 | 3 | 11 | 22 | 4 | -2.0
Cc1ccc(N(C(=O)Cn2nnc3ccccc32)C(C(=O)NCc2ccco2)c2ccc(C)o2)cc1 (configuration not stated) | 0.0 | 2 | . | -2 | 4 | -5 | . | 20 | 6 | -17 | -1.8
O=C(NCc1cccnc1)C(=O)NCC1OCCN1S(=O)(=O)c1ccc(F)cc1 (configuration not stated) | 0.9 | -3 | 1 | . | -3 | 2 | -7 | 5 | 7 | -8 | 0.5

Arranged by the number under aDG glyco up (falling): 3 from the list above.
mol,aDG glyco up,Granule exo inh,NR2E3 ag-1,PDI inh,MITF TRPM1 inh,Peg3 prom inh,CaV13 ICDI inh,HIF-2a block,Vif inh,NR2E3 ag-2
CCC(=O)Nc1sc(C(=O)Nc2ccccc2F)c(C)c1C(=O)OC,0.1,-14,0,-6,-82,-211,-5,-133,-13,-33
COCc1cc(C)nc(SCC(=O)Nc2nc(C)cs2)c1C#N,0.0,-9,3,-5,-12,-136,-7,-92,-4,-132
C=CCn1c(SCc2ccc(Cl)cc2)nc2cc(C(=O)N3CCC(C(N)=O)CC3)ccc2c1=O,-0.2,0,-1,10,-8,23,-4,8,0,3

Outcome played no part in choosing rows (roughly 3.5% active in at least one column).
